Compound activity as filed in PubChem BioAssay.
Rev-erbA mod – modulates human Rev-erb alpha binding to DNA. P20393. Rev-erbα–FITC-DNA binding, fluorescence polarization, 90 min. activity, % at 10 µM. hit rate 0.79% among 370,000. AID 1259318;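 active means activity above about 14%, limit read from the data; passing the limit was not always enough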;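 further: 0% = DMSO wells with 35 nM protein and 100% = DMSO wells with 750 nM protein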
SIAE primary – blocks human sialic acid acetylesterase; Q9HAT2; SIAE FP-Rh probe binding, fluorescence polarization; inhibition, % at 9.66 µM; hit rate 0.69% among 370,000; AID 1053197;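 active means inhibition above a cutoff: mean of compounds within the control limits plus 3 SD of those, cut at about 17% in these data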;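 further: 0% = plate median of compound wells and 100% = probe without SIAE protein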
PRMT1 FP inh – PRMT1 (human) inhibition, primary screen | recombinant PRMT1, activity-based probe fluorescence polarization | hit rate 1.3% among 370,000 | AID 652257 | inhibition, % at 2.79 µM | Q99873;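 active means inhibition above about 21% made by adding two undisclosed values, limit read from the data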
Target sequence (Q99873 whole entry, looked up): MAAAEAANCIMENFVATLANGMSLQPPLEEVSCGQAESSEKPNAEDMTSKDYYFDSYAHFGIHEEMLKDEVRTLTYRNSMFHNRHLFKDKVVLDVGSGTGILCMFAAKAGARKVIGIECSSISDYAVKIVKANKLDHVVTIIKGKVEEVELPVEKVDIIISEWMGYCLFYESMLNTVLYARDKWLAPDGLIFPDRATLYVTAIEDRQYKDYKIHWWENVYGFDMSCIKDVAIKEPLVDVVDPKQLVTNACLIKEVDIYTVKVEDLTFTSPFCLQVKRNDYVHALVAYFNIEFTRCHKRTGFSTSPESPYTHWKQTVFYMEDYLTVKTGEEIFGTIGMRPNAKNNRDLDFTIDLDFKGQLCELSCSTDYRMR
TCR-CD3 inh – blocks the human TCR-CD3 interaction | TAMRA-labeled TCR probe fluorescence, biochemical | AID 651800 | inhibition, % at 9.4 µM | hit rate 0.37% among 360,000; in the data active means inhibition above about 19%;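 further: recombinant mutant TCR 2C K166C tagged with TAMRA read by polarization; 0% = receptor in buffer alone and 100% = receptor with positive control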
rCAG RNA binder – r(CAG) repeat RNA binding; TO-PRO-1 dye displacement fluorescence; inhibition, % at 3 µM; hit rate 1.3% among 370,000; AID 651821;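 active means inhibition above the plate cutoff, the mean of all test compounds on that plate plus 3 SD, cut at about 35% in these data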;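 further: 0% = DMSO alone and 100% = 100 µM mitoxantrone as full dye displacement; higher means more dye released from RNA so lower well fluorescence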
HTRA1 inhibitor – HTRA1 (human) protease inhibition. recombinant HTRA1, FP-rhodamine activity-based probe, fluorescence polarization. inhibition, % at 5.96 µM. AID 504803. hit rate 0.5% among 340,000; in the data active means inhibition above about 36%;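 further: 0% = enzyme with DMSO and 100% = wells lacking enzyme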
Target sequence (Q92743 whole entry, looked up): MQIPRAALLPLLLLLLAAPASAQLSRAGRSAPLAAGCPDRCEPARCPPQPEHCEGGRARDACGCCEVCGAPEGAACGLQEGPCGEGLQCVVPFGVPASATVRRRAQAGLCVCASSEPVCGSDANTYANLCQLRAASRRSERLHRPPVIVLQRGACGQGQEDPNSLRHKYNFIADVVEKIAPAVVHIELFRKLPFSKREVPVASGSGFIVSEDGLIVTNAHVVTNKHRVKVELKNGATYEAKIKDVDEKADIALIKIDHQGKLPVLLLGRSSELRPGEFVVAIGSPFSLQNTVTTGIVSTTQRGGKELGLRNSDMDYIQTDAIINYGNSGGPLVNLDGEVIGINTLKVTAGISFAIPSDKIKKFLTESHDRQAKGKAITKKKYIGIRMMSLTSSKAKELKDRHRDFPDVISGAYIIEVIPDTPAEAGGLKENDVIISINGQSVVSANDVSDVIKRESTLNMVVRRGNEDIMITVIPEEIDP
PG9 Ab binder – binds the HIV-1 gp120 antibody PG9; TR-FRET gp120-PG9 antibody binding; inhibition, % at 6.7 µM; hit rate 0.43% among 360,000; AID 624416; in the data active means inhibition above about 8.5%
mABHD4 FP – inhibits mouse alpha/beta hydrolase domain 4 | Q8VD66 | purified mABHD4, FP-Rh probe fluorescence polarization | inhibition, % at 8.92 µM | hit rate 0.54% among 370,000 | AID 720543;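 active means inhibition exceeding the mean over every tested compound plus 3 SD, cut at about 30% in these data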;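 further: 0% = plate median of compound wells and 100% = S159A mutant with DMSO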
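system = mouse ABHD4 enzyme, wild type | medium = HEPES pH 7.0, NaCl, Pluronic buffer | also added = FP-Rh probe | incubation = Enzyme–compound pre-incubation 45 min, then probe 60 min, both 25 °C | technique = fluorescence polarization, excitation 525 nm, emission 598 nm, BODIPY TMR filters | controls = S159A mutant high control, sample median low control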
LEDGF integ inh – blocks HIV-1 LEDGF/p75-dependent DNA integration; inhibition, % at 3.7 µM; TR-FRET IN-LEDGF/p75 DNA integration, Eu/Cy5; AID 743269; hit rate 0.64% among 370,000;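 active means inhibition above the screen-wide mean plus 3 SD, cut at about 13% in these data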;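 further: signal is the Cy5 over europium emission ratio at 671 and 618 nm; 0% = plate median of compound wells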
TDP2 absorb – TDP2 (human) inhibition, absorbance primary screen; recombinant TDP2, T5PNP hydrolysis, p-nitrophenol absorbance 415 nm; inhibition, % at 12.8 µM; hit rate 0.34% among 370,000;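 active means inhibition above the mean of all tested compounds plus 3 SD, set per campaign, cut at about 25% in these data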;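 further: 0% = DMSO with enzyme and 100% = buffer with substrate but no TDP2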
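Test system: Human TDP2 enzyme | Reagent: 5 mM T5PNP | Compound dosing: 12.8 µM single point, 1% DMSO | Incubation: Enzyme reaction with compound for 2 h at 37 °C | Technique: p-Nitrophenol epi absorbance | Read-out: % inhibition relative to enzyme-containing and enzyme-free wells | Benchmarks: High control without enzyme, low control DMSO plus TDP2 | Replicates: Singlicate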
Active calls of the source: *; . = no result given.

SMILES	Rev-erbA mod	SIAE primary	PRMT1 FP inh	TCR-CD3 inh	rCAG RNA binder	HTRA1 inhibitor	PG9 Ab binder	mABHD4 FP	LEDGF integ inh	TDP2 absorb
CC1CCN(c2ccc3nnc(CCC(=O)NCC(C)c4ccccc4)n3n2)CC1 (stereo not given)	-5	1	2	5	-8	1	0.8	3	-2	16
O=C1CCN1C1(C(=O)NC2CCCCC2)CCCC1	-4	1	-2	3	-1	10	-1.7	2	1	1
Nc1cccc2c1C(=O)N(C(=O)c1ccco1)C2=O	5	7	-1	-1	0	-2	-0.2	-4	4	-5
CCOC(=O)C1CCCN(c2c(N3CCN(C)CC3)c(=O)c2=O)C1 (stereo not given)	0	4	4	-5	0	-1	-0.9	0	-4	11
CCN(Cc1ccc(Br)s1)C(=O)CSc1nnc(C2CC2)n1C1CC1	-5	0	4	-1	-1	3	-0.1	-6	0	11
Cn1c(=O)c2c(ncn2CCNC2=NCCCCC2)n(C)c1=O	-5	-2	1	2	-1	-3	0.6	8	1	8
COCCCNC(=O)C[C@H]1C[C@H](C(=O)N2CCCCC2)[C@@]2(CCc3ccccc3)c3[nH]c4cc(-c5ccco5)ccc4c3CCN2C1=O	-3	-4	4	-3	11	3	-0.4	-3	1	3
Cc1ccc(C(=O)OCC(=O)c2c[nH]c3ccccc23)cc1S(=O)(=O)N1CCCCC1	-2	-76	3	-1	15	-70	-0.1	-8	-2	-4
Cc1cc(/C=C(\C#N)C(=O)NC2CC2)c(C)[nH]1	-3	9	0	2	-1	2	-1.2	0	0	4
Fc1ccc(Oc2cc(N3CCOCC3)nc(-c3ccccc3)n2)c(F)c1	1	-3	1	6	-2	-11	-1.8	0	0	3
CC(=O)c1ccccc1NC(=O)COC(=O)/C(=C/c1ccccc1)n1nnnc1C	2	-1	3	-3	3	3	1.0	-5	-1	-6
Oc1ccc(Br)cc1/C=N/NC(=S)NCCc1ccccc1	8	18*	-1	9	31	22	0.8	-5	-2	10

An excerpt taken from the entries so far:
SMILES	Rev-erbA mod	SIAE primary	PRMT1 FP inh	TCR-CD3 inh	rCAG RNA binder	HTRA1 inhibitor	PG9 Ab binder	mABHD4 FP	LEDGF integ inh	TDP2 absorb
CC(=O)c1ccccc1NC(=O)COC(=O)/C(=C/c1ccccc1)n1nnnc1C	2	-1	3	-3	3	3	1.0	-5	-1	-6
Oc1ccc(Br)cc1/C=N/NC(=S)NCCc1ccccc1	8	18*	-1	9	31	22	0.8	-5	-2	10

Continuation.
SMILES	Rev-erbA mod	SIAE primary	PRMT1 FP inh	TCR-CD3 inh	rCAG RNA binder	HTRA1 inhibitor	PG9 Ab binder	mABHD4 FP	LEDGF integ inh	TDP2 absorb
COC(=O)c1sccc1NC(=O)c1ccc(C)s1	4	-1	2	-2	8	-24	0.2	0	-2	-6
CC(C)CN(CCCNC(=O)CN1N=C(c2ccc(Cl)cc2)CCC1=O)CC(C)C	-8	1	1	-2	-3	8	-0.7	-5	0	-12
Cc1cccc(NC(=O)c2cccnc2Oc2ccccc2)c1C(=O)O	2	-5	0	-3	-2	7	-0.8	5	-3	6
COc1ccccc1CNC(=O)CC(C)C	4	-3	-5	0	4	-10	0.5	3	-2	-12
CCCCc1ccc(NC(=O)CSc2nc(=O)n(CCN(C)C)c3c2CCC3)cc1	1	-5	1	8	-6	-3	-0.2	1	5	-3
COc1ccc(C#CCNCc2ccc(OC)cc2OC)cc1	3	3	0	.	8	.	.	-4	-4	-1
O=C(O)Cc1ccc(NC(=O)Nc2ccc(Br)cc2)cc1	-7	1	0	8	6	-9	-1.1	-4	-4	-2
Brc1ccc(N2O[C@H]3C=C[C@@H]2C3)nc1	-1	11	15	9	10	.	0.3	11	3	5
COc1ccc(C(=O)N2CCC(n3nccc3NC(=O)C3CC3)CC2)cc1F	-5	-4	2	12	-2	-3	-1.2	2	0	-3
COc1ccc(C2C(C#N)=C(C)NC3=C2C(=O)CC(C)(C)C3)cc1 (stereo not given)	0	0	-2	2	0	4	-1.7	-2	0	1
COc1cccc(NC(=O)C2C3C=CC4(O3)C2C(=O)N(CCN2CCCCC2)C4C(=O)NC2CCCCC2C)c1 (stereo not given)	2	-11	5	-2	0	7	0.1	-6	-4	-11
CN1C(=O)c2ccc(C(=O)Nc3ccc(Br)cn3)cc2C1=O	74*	0	0	6	0	1	0.2	0	8	-5
O=C(O)c1ccc(-c2nnn(Cc3ccccc3F)n2)cc1	4	0	-5	-8	3	-3	-0.8	-11	3	-15
COc1ccc2c(c1)C(=O)N(c1ccc(C)cc1C)C(=O)C2	-2	-1	0	-3	6	-10	0.1	-1	0	-5
Cc1c(C(=O)OCC(=O)NC2CC2)oc2ccc(Br)cc12	4	2	-2	-1	2	-6	-3.6	-5	-2	8
COC(C[C@H]1O[C@@H]1[C@@H](O)[C@H](C)OCc1ccccc1)OC	2	9	-2	3	-2	4	0.9	2	-3	4
Cc1ccc(-c2nc(CSCC(=O)N3CCCC3)c(C)o2)cc1	-4	1	-3	1	-3	-5	-0.5	2	2	8
CCC(c1nnnn1Cc1ccc(OC)cc1)N1CCN(C(=O)c2ccco2)CC1 (stereo not given)	6	-16	-1	-2	0	0	-1.7	4	1	-1
COc1cccc(OC)c1NC(=O)C1CCCN1C(=O)NCc1ccccc1 (stereo not given)	-9	-4	2	-6	-1	10	1.5	2	-1	-5
NC(=O)c1ccsc1NC(=O)COC(=O)c1ccc(Cl)c(N)c1	7	-7	4	7	19	-37	-0.6	-3	2	8
COC(=O)[C@@H]1C[C@@]2(O)[C@@H](O)[C@@H](O)[C@@H](O)C[C@H]2N1Cc1ccc(C(F)(F)F)cc1	-1	2	3	-4	2	-6	2.0	0	4	10
CN(C)S(=O)(=O)c1cccc2nsnc12	1	4	0	0	2	-3	-0.8	-2	1	1
O=C1Nc2ccc(F)cc2C12Nc1ccccc1-c1nnc(SCc3ccccc3F)nc1O2 (stereo not given)	3	-3	1	6	21	-3	-2.5	5	0	4
CCOc1ccc(-c2ccc(/C=C3/C(=N)N4C=CSC4=NC3=O)o2)c([N+](=O)[O-])c1	3	8	0	5	4	-4	-0.2	8	4	12
COCc1[nH]nc2c1C(c1ccc(C)cc1)NC2=O (stereo not given)	-4	-3	1	-2	3	.	3.5	4	-1	-12
CCC(NS(=O)(=O)c1ccc(C)cc1)C(=O)N1CCN(c2ccccn2)CC1 (stereo not given)	-11	0	-5	12	3	-1	-0.5	1	2	-1
CCOC(=O)c1c(C)nc2sc(C(N)=O)c(N)c2c1-c1ccc(OC)cc1	2	3	-1	8	-2	-2	0.1	4	-1	3
COc1ccc(-c2cc(C(F)(F)F)nc(NCc3cccnc3)n2)cc1	5	2	2	5	-7	-28	-1.9	-13	-3	-5
CCc1nc2c(OCc3ccccc3)cccn2c1N(C)C(=O)COc1ccccc1	5	1	-1	1	0	.	1.1	5	3	7
O=C(CN(C1CCCCC1)S(=O)(=O)c1ccc(Cl)cc1)N1CCOCC1	0	9	3	4	-4	5	-0.1	4	2	0
Cc1[nH]nc(Nc2ccc(O)cc2)c1[N+](=O)[O-]	8	-1	0	-3	1	1	-1.9	6	-1	9
O=C(CNC(=O)c1ccccc1)N/N=C/c1cc(Br)ccc1O	-1	5	-1	-11	11	1	-3.6	3	-1	-14
Cc1ccc(S(=O)(=O)N(C)C)cc1NC(=O)COC(=O)CCNS(=O)(=O)c1ccccc1	3	5	1	-8	0	-1	1.3	8	-2	-9
O=C(c1ccc(O)c(Br)c1)c1cc(Br)ccc1O	-2	-5	-4	11	7	-4	-2.2	-7	-1	2
CC(C)COC(=O)/C(C#N)=C/c1c[nH]c2ccccc12	1	-2	-1	0	8	-24	1.4	-14	-4	-1
O=C(CN1CCN(S(=O)(=O)c2ccc(F)cc2)CC1)Nc1cccc(C(F)(F)F)c1	1	2	2	1	-2	-12	-1.9	-3	0	-3
Cc1csc2c(N3CCN(C(=S)Nc4ccc(C(F)(F)F)cc4)CC3)ncnc12	0	-14	-3	1	2	-46	0.8	-14	-1	-6
Cc1cccc(C)c1NC(=O)C(c1ccc([N+](=O)[O-])cc1)N1CCCCC1 (stereo not given)	5	-6	-2	2	0	-2	-0.4	-1	1	2
CC1CCN(C(=O)Cn2nnnc2CN2CCOCC2)CC1	-3	-3	4	-1	1	7	-0.8	-1	0	9
O=C(CSc1nccc(=O)[nH]1)Nc1ccc(Br)c(Cl)c1	0	-4	0	12	8	-5	-1.4	-8	5	2
CCn1c(C)nc2cc(C(=O)N/N=C/c3ccc(OC)c(O)c3)ccc21	2	-2	1	4	4	2	0.2	-2	3	0
Cc1ccc2nc(NC(=O)CCn3c(=O)sc4ccccc43)sc2c1	1	-7	-4	2	5	-51	-0.3	-8	8	-12
CCCCn1c(SCC(N)=O)nc2c(sc3ccccc32)c1=O	5	-8	1	-8	0	6	4.6	-2	1	1
CSc1ccc(Cn2nnc(C(=O)NCCc3ccc(Cl)cc3)c2N)cc1	-5	0	-3	3	2	-2	-0.7	-4	1	12
COC(=O)c1sc(NC(=O)COc2ccc(OC)cc2)nc1C	10	-11	-2	3	0	3	8.4	6	1	4
O=c1c2ccccc2c2c(O)nc(-c3ccccc3)n2n1Cc1ccccc1	-5	-5	2	-2	0	0	-1.2	1	2	8
CCOc1ccccc1C(=O)NCC(=O)NNC(=O)c1cccs1	-1	-5	-1	-3	3	-2	-1.0	-4	2	-7
CCSc1nc2ccc(N3C(=O)C4C5C=CC(C5)C4C3=O)cc2s1 (stereo not given)	6	6	-2	11	4	-1	-0.9	0	-9	-10
O=C(C[n+]1ccc(C(=O)NCCCO)cc1)c1cccc(Br)c1	6	8	0	6	1	3	-1.9	5	0	9
O=C(Nc1ccccc1N1CCN(c2ccccc2)CC1)c1ccccc1	-2	5	-3	7	-5	-22	-0.9	-3	-4	-2
COC(=O)[C@]12C[C@H](CC(=O)NCc3cccc4ccccc34)C(=O)N(CCC3=CCCCC3)C1=C[C@H](C(C)(C)C)O[C@@H]2C	6	-1	3	3	2	.	-1.8	-2	-2	4
CC(C)[C@H](NC(=O)C1CCN(S(=O)(=O)c2ccccc2)CC1)C(=O)NCc1ccco1	-5	6	1	-5	-3	-3	0.7	-8	-2	-5
COc1ccccc1NC(=O)CN1CCN(CC(=O)Nc2cc(NC(C)=O)ccc2OC)CC1	-4	3	-1	-7	3	-4	-3.0	-1	1	-13
CCOc1ccccc1OCC(=O)Nc1nnc(COC)s1	3	-4	12	4	9	5	0.9	-8	-5	-14
Cc1ccc(NS(=O)(=O)c2ccc(NC(=O)c3cccs3)cc2)cc1	2	-16	-3	2	7	-38	2.8	-38	-2	12
CCC(=O)N1CCCN(S(=O)(=O)c2ccc(C)cc2)C1c1ccc(OC)cc1 (stereo not given)	6	4	2	-3	-2	0	1.8	4	0	7
Cc1cccc(-c2nsc(SCC(=O)Nc3ccc4c(c3)OCO4)n2)c1	-3	0	3	4	2	-6	0.0	7	3	-10
CCOC(=O)[C@H]1[C@H]2COc3ccc(OC)cc3[C@@H]2N2C(=O)c3ccccc3NC(=O)[C@@]12C	0	1	3	2	0	-7	-2.3	1	-3	-7

Some of the compounds tested, so the mix of outcomes need not match the whole.
